# High-throughput results: PubChem, several laboratories
# NFkB transloc pot – enhancers of NFkB p65 translocation in HUVEC – imaging, IL-1B stimulus, high-content imaging, primary screen; HUVEC IL-1B NFkB p65 nuclear translocation imaging; activation, % at 2 µM; actives 0.3% (n = 94,000);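 active = activation above 40%, about the mean plus 3 SD, also judged a hit on visual image review; inconclusive = activation above 40% but not a hit on visual review; inactive = activation not above 40% and no visual hit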;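 note: percent activation is computed from the nuclear over cytoplasmic p65 intensity ratio; values of inactives mirror those of a sister screen read the other way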
# Bcl-B displacement – displacers of TR3 peptide from Bcl-B, primary screen, selectivity assay for Bfl-1 inhibitor project, biochemical, fluorescence polarization. Bcl-2-like protein 10 (Homo sapiens). FP displacement of FITC-TR3 peptide from Bcl-B; higher % means a stronger effect. displacement, % at 20 µM; hits with a dose series show IC50 in µM. actives 0.11% (n = 96,000);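 active = displacement above 50% at 20 µM plus a fluorescence interference ratio under 1.5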;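 note: plate controls were wells without compound for no effect and wells lacking Bcl-B protein for full effect; a part of the inactive calls stands beside numbers as strong as those of hits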
# PLAP inhibition – PLAP enzyme inhibitors, biochemical, luminescence, HTS (AID 690) | purified PLAP, luminescent substrate; higher % means a stronger effect | inhibition, % at 20 µM; hits with a dose series show IC50 in µM | actives 0.08% (n = 96,000); in the data active = a potency from the dose series; inactive = the rest, 99 in 100 with inhibition below about 30%; note: strong numbers were not always called active
# IL1B NFkB inh – inhibitors of IL-1B driven NFkB p65 nuclear import, primary screen, imaging, HUVEC, IL-1B stimulus, high-content imaging. HUVEC IL-1B NFkB p65 nuclear translocation imaging. inhibition, % at 2 µM. actives 0.43% (n = 94,000);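 active = inhibition above about 30% together with a positive call from visual inspection of the well image, limit read from the data; inconclusive = inhibition above a set limit but visual check negative; inactive = inhibition not above a set limit, visual check negative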;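 note: nuclear over cytoplasmic p65 intensity ratio measured by imaging; 0% = IL-1B stimulated DMSO wells and 100% = unstimulated DMSO wells; values of inactives mirror those of a sister screen read the other way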
# MRP resist rev – reversal of MRP1-mediated doxorubicin resistance, primary screen, H69AR cells, doxorubicin co-treatment; H69AR cells + 2 uM doxorubicin, CellTiter-Glo, 72 h; differential viability (reversal), % at 10 µM; actives 0.04% (n = 85,000); AID 602, 2007;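 active = viability drop by adding the cancer drug above about 55%, with treated viability meeting a 40% cutoff, limit read from the data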;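 note: viability without doxorubicin minus viability with 2 µM doxorubicin for each compound; larger differential means the compound sensitizes cells more to doxorubicin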
# MRP resist rev cytotoxicity – further read-out of MRP resist rev, marked with its call; viability, %; H69AR cells, CellTiter-Glo, 72 h; measured here: cytotoxicity without doxorubicin
# MRP resist rev with doxorubicin – recorded beside MRP resist rev, whose call it bears; viability, %; measured here: viability with 2 uM doxorubicin; stronger effect = lower value
# IL1B NFkB inh cell count 2 µM – further read-out of IL1B NFkB inh, marked with its call; cell count; measured here: cells passing quality filter;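 raw number of nuclei counted in each imaged well without normalization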
# NFkB transloc pot cell count 2 µM – also measured in NFkB transloc pot; calls as there; cell count; measured here: cells passing quality filter
# * hit, by the source's call; ? = inconclusive; · = not tested or not shown. Only part of the results is shown; the hit share may differ from the screen's.
SMILES	NFkB transloc pot	NFkB transloc pot cell count 2 µM	Bcl-B displacement	PLAP inhibition	IL1B NFkB inh	IL1B NFkB inh cell count 2 µM	MRP resist rev	MRP resist rev cytotoxicity	MRP resist rev with doxorubicin
O=C(NCCCN1CCOCC1)c1ccc(Cl)c(S(=O)(=O)N2CCCCCC2)c1	-4	163	4%	-53%	4	163	·	·	·
C/C(=N/NS(C)(=O)=O)c1ccc2ccccc2c1	-5	125	-7%	7%	5	125	10	94	84
Nc1nc(Nc2ccccc2)nc2ccccc12	35	203	2%	24%	-35	203	-27	69	96
CCN(C(=O)Cn1c(=O)oc2ccccc21)c1cccc(C(F)(F)F)c1	-2	184	-11%	4%	2	184	·	·	·
CCOc1ccc2nc3sc(C(=O)N4CCN(C)CC4)c(N)c3cc2c1	12	210	0%	-50%	-12	210	·	·	·
C(=N\c1nccs1)/Nc1nccs1	-5	161	-6%	-13%	5	161	2	106	104
Cc1nc(N2CCCCC2)c2ccsc2n1	18	178	-24%	8%	-18	178	4	94	89
Cc1cc(C)nc(N2CCCC(C(=O)NCC(c3ccccc3)c3ccccc3)C2)n1 (configuration not stated)	0	150	·	·	0	150	-4	82	86
CCc1nccn1C(=O)c1cnn2c(C(F)F)cc(-c3ccccc3)nc12	-2	131	11%	-5%	2	131	·	·	·
Cc1cc(Nc2c(C)n(C)n(-c3ccccc3)c2=O)n2c(nc3ccccc32)c1C#N	18	64	2%	-83%	-18	64	10	104	94
Nn1c(SCC(=O)NC(=O)NC2CCCC2)nnc1-c1ccccc1F	-3	162	-12%	3%	3	162	-1	77	79
COc1ccc(C)cc1NC(=O)CN1CCN(S(=O)(=O)c2ccc(C(C)C)cc2)CC1	14	121	-16%	21%	-14	121	·	·	·
Cc1cc(C)n(-c2nc3ccccc3c(=O)n2OC2CCCCC2)n1	-3	154	6%	-82%	3	154	·	·	·
C=CCn1c(SCC(=O)c2ccc(Cl)s2)nc2ccccc2c1=O	10	145	-9%	22%	-10	145	·	·	·
CC1(C)CC2CC(C)(CN2C(=O)COC(=O)c2ccc(Cl)cc2N)C1 (configuration not stated)	10	137	0%	-8%	-10	137	17	91	74
Cc1ccc(C2NC(=O)c3c(sc4c3CCN(C)C4)N2)s1 (configuration not stated)	·	·	31%	2%	·	·	4	98	94
Nc1c(-c2ccc(F)cc2)cnc2ncnn12	-1	111	-2%	0%	1	111	·	·	·
CC(C)C(=O)N1CCN(c2nc(-c3ccccc3)c3c(c2C#N)CC(C)(C)OC3)CC1	1	105	4%	-59%	-1	105	-2	81	83
CCOC(=O)c1cc(NC(=O)c2cc(C)on2)cc(C(=O)OCC)c1	-11	149	-5%	-5%	11	149	-9	88	97
CCN(CC)C(=O)CN1C(=O)C2CC=C(Cl)CC2C1=O (configuration not stated)	-8	204	30%	-12%	8	204	-4	94	97

# Reprinted from the part before: 4 entries, followed by the next part.
SMILES	NFkB transloc pot	NFkB transloc pot cell count 2 µM	Bcl-B displacement	PLAP inhibition	IL1B NFkB inh	IL1B NFkB inh cell count 2 µM	MRP resist rev	MRP resist rev cytotoxicity	MRP resist rev with doxorubicin
Nc1c(-c2ccc(F)cc2)cnc2ncnn12	-1	111	-2%	0%	1	111	·	·	·
CC(C)C(=O)N1CCN(c2nc(-c3ccccc3)c3c(c2C#N)CC(C)(C)OC3)CC1	1	105	4%	-59%	-1	105	-2	81	83
CCOC(=O)c1cc(NC(=O)c2cc(C)on2)cc(C(=O)OCC)c1	-11	149	-5%	-5%	11	149	-9	88	97
CCN(CC)C(=O)CN1C(=O)C2CC=C(Cl)CC2C1=O (configuration not stated)	-8	204	30%	-12%	8	204	-4	94	97
CC(=O)Nc1cccc(S(=O)(=O)N2CCCCCC2)c1	15	123	9%	21%	-15	123	·	·	·
O=C(c1ccco1)[C@@H]1[C@@H]2C(=O)N(c3ccc(F)cc3)C(=O)[C@@H]2C2c3ccccc3C=CN21 (some centres not stated)	1	75	0%	-28%	-1	75	9	91	82
CCOc1ccc2c(C)c(Cl)c(=O)oc2c1	9	191	5%	13%	-9	191	10	89	79
CCCCSc1ccc(NC(=O)c2cccnc2)cc1	11	130	-4%	27%	-11	130	0	96	95
CC(C)(C)NC(=O)Cn1nnc(-c2ccccc2NC(=O)c2cnccn2)n1	-8	172	-3%	3%	8	172	-13	79	92
CCOC(=O)C1CCN(C(=O)CN(C)S(=O)(=O)c2cc(C)ccc2OC)CC1	0	97	-7%	-59%	0	97	12	95	83
O=S(=O)(c1cccc(-c2nc3n(n2)Cc2ccccc2-3)c1)N1CCCCC1	2	165	-6%	-4%	-2	165	·	·	·
O=C(O)C1CCCCN1S(=O)(=O)c1ccccc1 (configuration not stated)	-6	147	-5%	-11%	6	147	·	·	·
N#Cc1ccc2ccn(CC(=O)N3CCCc4ccccc43)c2c1	-6	181	-11%	-5%	6	181	23	149	126
Cc1[nH]c2ccc(Br)cc2c(=O)c1CN1CCOCC1	-1	218	-29%	-1%	1	218	0	75	75
O=[N+]([O-])c1ccc(Oc2cccc(F)c2)c2ccncc12	6	63	4%	14%	-6	63	-24	34	58
CCNC(=O)Cc1ccc(Br)cc1	2	165	2%	-12%	-2	165	-5	92	96
O=C(O)COc1ccc(-c2nnn(Cc3ccccc3F)n2)cc1	-8	89	5%	-22%	8	89	6	96	90
O=C(CCc1ccccc1)Nc1nc2ccc(S(=O)(=O)N3CCOCC3)cc2s1	7	180	-4%	-18%	-7	180	-4	87	91
CCn1nnnc1SCC(=O)N1CCOCC1	16	157	2%	-2%	-16	157	-13	92	105
O=C1NC(=S)S/C1=C1\Sc2ccccc2N1CCCS(=O)(=O)O	28	104	4%	13%	-28	104	3	100	96
N=c1c2c(-c3ccccc3)c(-c3ccccc3)n(Cc3ccco3)c2ncn1CCN1CCOCC1	-1	172	-1%	-68%	1	172	27	36	9
Cc1cccc(NC(=S)NC(=O)CCc2ccccc2)c1	-1	154	2%	8%	2	154	·	·	·
COc1ccc(-c2noc(COc3ccccc3OC)n2)cc1OC	·	·	4%	-42%	·	·	16	100	83
O=C(NNC(=O)C1COc2ccccc2O1)c1ccccc1 (configuration not stated)	?	·	-4%	-66%	-77	141	·	·	·

# Remaining list, next part
SMILES	NFkB transloc pot	NFkB transloc pot cell count 2 µM	Bcl-B displacement	PLAP inhibition	IL1B NFkB inh	IL1B NFkB inh cell count 2 µM	MRP resist rev	MRP resist rev cytotoxicity	MRP resist rev with doxorubicin
C=CCN1C(=O)C2C(C(=O)NC)C3(C)C=CC2(O3)C1C(=O)NCc1ccc(OC)cc1 (configuration not stated)	·	·	-4%	0%	·	·	2	85	83
COc1cc(C)ccc1OCCCON1C(=O)CCC1=O	24	62	-7%	-49%	-24	62	0	98	98
Cn1cnc([N+](=O)[O-])c1Nc1cccc(O)c1	5	166	-4%	-5%	-5	166	-7	88	95
Cc1nc2nc(COc3ccccc3)nn2c(C)c1Cl	4	124	-7%	9%	-4	124	-17	80	96
Cc1ccc(-c2nn3c(C)nnc3s2)cc1NC(=O)c1ccc(Br)o1	19	171	-9%	-22%	-19	171	6	85	79
COc1ccc(NC2=NCCC(=O)N2Cc2cccs2)cc1	1	163	-11%	-3%	-1	163	12	98	86
COc1ccc(CNc2cc([N+](=O)[O-])ccc2OC)cc1	16	153	0%	31%	-16	153	·	·	·
C/C(=N\NC(=O)c1nn(C)cc1Br)c1cccc(NC(=O)C(C)(C)C)c1	-3	165	-10%	4%	3	165	·	·	·
COC(=O)CSc1nc2cc(Cl)ccc2c(=O)n1C1CCCC1	14	223	-11%	4%	-14	223	-9	85	93
CC(=O)Nc1ccc(S(=O)(=O)N(C)c2ccc(O)cc2)cc1	-1	149	-10%	-5%	1	149	11	107	96
CCOc1ccc(CN(C(=O)c2oc3ccccc3c2C)C2CCS(=O)(=O)C2)cc1 (configuration not stated)	10	201	-11%	-33%	-10	201	-5	76	81
COc1ccc(CNC(=O)CSc2nnc(-c3ccc(NC(C)=O)cc3)n2C)cc1	4	85	-6%	-1%	-4	85	0	91	91
CCC(CC)C(=O)Nc1ccc(Sc2ccc([N+](=O)[O-])cc2)cc1	14	182	10%	5%	-14	182	·	·	·
CC1(C)Cc2c(sc(/N=C/N3CCCCC3)c2C#N)C(C)(C)N1	0	138	0%	-2%	0	138	12	98	86
COc1ccc(-c2csc(NC(=O)C3CCCO3)n2)cc1 (configuration not stated)	8	88	-2%	20%	-8	88	16	86	70
COc1ccc2[nH]c(=O)c(CN(Cc3ccc(C)cc3)Cc3nnnn3CC3CCCO3)cc2c1 (configuration not stated)	2	139	-5%	-6%	-2	139	-6	61	67
CN=C1S/C(=C\c2cccn2-c2cccc(Br)c2)C(=O)N1C	-8	141	·	·	8	141	2	82	80
Cc1onc(-c2ccccc2Cl)c1C(=O)NCCn1ccc2ccccc21	-13	86	0%	-12%	13	86	-7	76	82
O=C(c1cccc(S(=O)(=O)N2CCCCC2)c1)N1CCCCC1	4	140	4%	9%	-4	140	20	93	73
N#Cc1ccccc1CSc1ccc(-c2nc3ccccc3[nH]2)cn1	3	112	27%	14%	-3	112	·	·	·

# (further entries)
SMILES	NFkB transloc pot	NFkB transloc pot cell count 2 µM	Bcl-B displacement	PLAP inhibition	IL1B NFkB inh	IL1B NFkB inh cell count 2 µM	MRP resist rev	MRP resist rev cytotoxicity	MRP resist rev with doxorubicin
O=C1c2ccccc2C(=O)N1n1c(=O)[nH]c2ccccc2c1=O	18	135	-3%	-2%	-18	135	-18	88	106
O=C(CN1CCN(S(=O)(=O)c2ccc(Cl)cc2)CC1)Nc1ccc(F)cc1F	?	·	5%	-6%	-60	139	2	96	94
COc1ccc(N(C(=O)Cc2cccs2)C(C(=O)NC2CCCCC2)c2cccn2C)cc1 (configuration not stated)	22	173	0%	20%	-22	173	-6	78	85
Nc1cc(=O)[nH]c(=S)n1-c1cccc(C(F)(F)F)c1	-10	111	-6%	16%	10	111	-2	80	82
Cn1c(SCc2ccccc2F)nc2cccnc21	16	184	0%	10%	-16	184	7	90	83
COCc1[nH]nc2c1C(c1ccnc3ccccc13)C(C#N)=C(N)O2 (configuration not stated)	21	82	5%	7%	-21	82	-10	98	108
Cc1onc(-c2c(F)cccc2Cl)c1C(=O)NCc1ccccn1	0	147	2%	-7%	0	147	4	78	74
CCn1nc(C(=O)OCC(=O)N2c3ccccc3CC2C)c2ccccc2c1=O (configuration not stated)	·	·	-12%	-48%	·	·	8	94	86
Cc1cc(CN2C(=O)c3ccccc3C2=O)on1	21	152	-7%	5%	-21	152	0	103	103
CCCCNC(=O)OCC(CC)NC(=O)OCC(C)C (configuration not stated)	-1	177	3%	-2%	1	177	0	99	99
C=CCn1c(CCNC(=O)c2cccs2)nnc1SCC(=O)c1cccc([N+](=O)[O-])c1	16	146	-2%	-46%	-16	146	-5	63	69
CCC1=Nc2cc(C(=O)NCCCOC)ccc2Sc2ccccc21	·	·	6%	-98%	·	·	-26	32	58
Nc1cc(OC(=O)c2ccco2)nn1S(=O)(=O)c1ccc(F)cc1	10	50	-4%	-11%	-10	50	·	·	·
CCOc1nnnc2c1sc1nc(N3CCOCC3)c3c(c12)CC(C)(C)OC3	-1	162	·	·	1	162	17	91	74
CCS(=O)(=O)Nc1ccc(-c2nnc(SCC(=O)OC)o2)cc1	9	154	-14%	22%	-9	154	-35	62	97
COc1cccc(C2CC(=O)NC3=C2C(=O)CCC3)c1 (configuration not stated)	6	91	0%	16%	-6	91	16	97	81
Cc1ccc(N2C(=O)CSC23C(=O)Nc2ccccc23)cc1 (configuration not stated)	-7	109	2%	-87%	7	109	-12	98	110
Cc1cnc(C(=O)Nc2nccs2)cn1	-2	158	25%	-39%	2	158	4	96	92
Oc1c(C(c2ccccn2)N2CCOCC2)ccc2cccnc12 (configuration not stated)	10	121	-25%	-122%	-10	121	-16	79	95
